Cardiac RTF inh – cardiac RTF calcium desensitization; AID 493244; 340,000 compounds, 0.12% hits; IANBD-labeled cardiac RTF, Ca2+ fluorescence; inhibition, % at 7.15 µM;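 active means inhibition above the mean inhibition of all tested compounds plus 3 SD, cut at about 17% in these data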;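 further: assay run at fixed EC70 calcium of 1.6 mM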
PKA-R2B act – activates the human PKA-R2B holoenzyme complex; PKA-R2B holoenzyme dissociation, Cy5-IP20 fluorescence polarization; R2B truncated from residue 108, S112A mutant; 0% DMSO only, 100% 113 µM cGMP; 340,000 compounds, 0.079% hits; AID 504700; activation, % at 11.4 µM;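 active means activation above a cutoff set at the mean over all compounds plus 3 SD, cut at about 18% in these data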;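 further: higher means more holoenzyme dissociation and a rise in polarization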
Target sequence (P31323 whole entry, looked up, other chains not shown, the tested form may be a part): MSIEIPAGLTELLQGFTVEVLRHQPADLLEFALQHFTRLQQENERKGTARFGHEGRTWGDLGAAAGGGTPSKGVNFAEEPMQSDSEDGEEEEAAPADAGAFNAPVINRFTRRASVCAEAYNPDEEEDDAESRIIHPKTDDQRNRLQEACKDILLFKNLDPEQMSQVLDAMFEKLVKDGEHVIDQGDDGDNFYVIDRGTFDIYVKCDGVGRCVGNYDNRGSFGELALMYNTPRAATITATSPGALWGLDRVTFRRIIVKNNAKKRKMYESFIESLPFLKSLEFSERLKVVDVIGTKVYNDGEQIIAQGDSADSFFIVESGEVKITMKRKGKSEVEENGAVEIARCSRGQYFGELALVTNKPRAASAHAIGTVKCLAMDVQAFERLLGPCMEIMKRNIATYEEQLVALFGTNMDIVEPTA
Rtt109 Vps75 – inhibitors of Candida albicans Rtt109/Vps75 histone acetyltransferase; AID 540336; Q5AAJ8; purified Rtt109/Vps75, ThioGlo CoA-SH fluorescence, 4 h; 330,000 compounds, 0.16% hits; inhibition, % at 34.9 µM;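 active means inhibition of at least 50% in every replicate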
SR-BI DiI-HDL act – enhances SR-BI lipid uptake from DiI-HDL | 320,000 compounds, 0.096% hits | AID 504775 | activation, % at 12.5 µM | CHO ldlA[mSR-BI] cells, DiI-HDL uptake fluorescence, 3 h; 100 = double the neutral-control signal;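 active means mean replicate activation of at least 60% and every replicate at or above 60%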;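 further: 0% = median plate neutral-control signal and 100% = twice that signal; values of inactives mirror those of a sister screen read the other way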
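Test system: SR-BI-overexpressing, LDLR-lacking CHO cells; Also added: labelled HDL, 10 µg/mL; Measured by: bottom-read cell fluorescence after medium removal, ex 550/em 595 nm; Timing: 3 h uptake period with compound, 37 °C; Buffer or medium: F12, 0.5% BSA, 25 mM HEPES; Doses: single compound concentration, delivered by pin transfer.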
Keap1 Nrf2 FP – inhibitors of human Keap1-Nrf2 protein-protein interaction. AID 504523. Q14145. 340,000 compounds, 0.15% hits. inhibition, % at 9.4 µM. Keap1 Kelch-Nrf2 peptide fluorescence polarization, 1536-well; in the data active means inhibition above about 12%;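 further: human Keap1 Kelch domain with fluorescein labeled Nrf2 9mer peptide probe; 0% = neutral control wells and 100% = peptide positive control; higher means more block of Keap1 binding to Nrf2 peptide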
Target sequence (Q14145 whole entry, looked up, the tested form may be a part): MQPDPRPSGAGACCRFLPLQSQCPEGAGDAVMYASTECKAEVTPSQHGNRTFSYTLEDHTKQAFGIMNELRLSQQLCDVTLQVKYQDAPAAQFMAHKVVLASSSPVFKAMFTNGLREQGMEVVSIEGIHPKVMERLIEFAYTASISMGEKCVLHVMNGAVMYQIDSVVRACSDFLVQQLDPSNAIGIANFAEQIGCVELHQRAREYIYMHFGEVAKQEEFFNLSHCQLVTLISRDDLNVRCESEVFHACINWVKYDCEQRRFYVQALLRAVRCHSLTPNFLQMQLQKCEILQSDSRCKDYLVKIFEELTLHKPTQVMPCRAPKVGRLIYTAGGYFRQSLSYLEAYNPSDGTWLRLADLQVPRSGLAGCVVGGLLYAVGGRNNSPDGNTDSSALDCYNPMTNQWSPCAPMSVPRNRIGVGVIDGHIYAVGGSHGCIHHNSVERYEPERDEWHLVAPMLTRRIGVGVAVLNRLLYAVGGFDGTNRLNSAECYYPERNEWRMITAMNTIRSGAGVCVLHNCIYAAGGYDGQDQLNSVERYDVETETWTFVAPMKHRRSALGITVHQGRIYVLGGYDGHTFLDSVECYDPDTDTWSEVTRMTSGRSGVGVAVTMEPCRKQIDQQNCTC
cardiac RTF act – cardiac RTF calcium sensitization. IANBD-labeled TnC RTF fluorescence at EC20 calcium; 0% EC20 calcium, 100% full calcium. activation, % at 7.2 µM. P19429+P45379. 340,000 compounds, 0.24% hits. AID 493008;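 active means activation above the mean over all tested compounds plus 3 SD, cut at about 30% in these data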;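 further: rise in fluorescence read as greater calcium sensitivity of cardiac thin filaments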
CAL PDZ FP-1 – inhibitors of human CAL PDZ peptide binding; Q9HD26; purified CAL PDZ, TMR-peptide fluorescence polarization, 1 h; inhibition, % at 24.9 µM; 300,000 compounds, 0.92% hits; AID 602252;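 active means mean inhibition of at least 30% with at least half of replicates also reaching 30%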;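 further: 0% = DMSO neutral control and 100% = excess unlabeled competitor peptide PRC23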
DAGLB inh – blocks human DAGLB lipase activity; Q8NCG7; HEK293T DAGLB membrane lysate, EnzChek fluorogenic substrate; inhibition, % at 5.17 µM; 340,000 compounds, 0.059% hits; in the data active means inhibition above about 34%;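 further: 0% = enzyme with vehicle and 100% = wells lacking enzyme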
CAL PDZ FP-2 – blocks peptide binding to human CAL PDZ domain; purified CAL PDZ, TMR-peptide fluorescence polarization, 1 h; inhibition, % at 20 µM; 330,000 compounds, 0.02% hits; AID 504414;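 active means highest replicate inhibition of at least 40%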;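 further: plate controls were DMSO neutral control wells for no effect and unlabeled competitor peptide control wells for full effect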
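material = purified tagged CAL PDZ domain construct (CerCALP) | compound dosing = 20 µM, one dose | times = 1 h at RT | measured by = fluorescence polarization from S- and P-plane intensities, G-factor corrected | read-out = inhibition from polarization loss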
C-LANA FP – blocks KSHV LANA C-terminal domain binding to DNA | MBP-C-LANA/FAM-LBS DNA binding, fluorescence polarization | inhibition, % at 9 µM | 340,000 compounds, 0.078% hits | AID 504423;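 active means highest replicate inhibition at or above 60% at 9 µM, even if other replicates fall short; inactive means all replicates below 60% inhibition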;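 further: 0% = neutral control wells and 100% = 4 µM acridine orange control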
Starred values were filed as active, the others as inactive; x = no result given.

SMILES | Cardiac RTF inh | PKA-R2B act | Rtt109 Vps75 | SR-BI DiI-HDL act | Keap1 Nrf2 FP | cardiac RTF act | CAL PDZ FP-1 | DAGLB inh | CAL PDZ FP-2 | C-LANA FP
CCOC(=O)c1c(-c2ccc(-c3ccccc3)cc2)csc1NC(=O)CCN1CCOCC1 | 2.1 | -8.1 | 2.4 | -27.0 | -3.4 | 4.1 | 1.1 | -5.1 | -1.1 | -0.6
O=C(CSc1nc2nn(-c3ccccc3)c(=O)c-2c2n1CCCCC2)Nc1cccc(F)c1 | 0.9 | 1.4 | 4.0 | -10.8 | -1.2 | 3.7 | 7.2 | 7.4 | -0.1 | -0.9
Cc1ccccc1NC(=O)CN1C(=O)S/C(=C/c2cccnc2)C1=O | -10.2 | -6.3 | 0.7 | 3.6 | 0.1 | 0.2 | 2.2 | 4.5 | -3.0 | -0.2
Brc1cc2c(cc1Br)OCCOCCOCCOCCO2 | 3.0 | 0.9 | -0.4 | 41.4 | 3.8 | 5.1 | -2.9 | 1.0 | -6.5 | -0.5
CC(=O)Nc1nonc1NC(=O)CSc1ncn[nH]1 | -0.3 | 2.8 | 14.4 | 11.8 | 2.3 | 3.2 | -2.6 | 2.8 | -1.0 | 0.3
O=C(CCc1ccc(S(=O)(=O)N2CCOCC2)cc1)Nc1cc(Cl)ccc1N1CCOCC1 | 4.3 | -2.7 | -11.6 | -55.9 | -3.1 | -4.5 | -4.9 | -1.9 | -1.1 | -0.9
CSc1ncc(Cl)c(C(=O)Nc2ccc(NC(C)=O)cc2)n1 | -2.9 | 6.8 | -0.7 | x | -1.0 | -3.5 | 12.9 | 0.3 | -0.4 | -2.5
Cc1ccc(S(=O)(=O)NCCC(=O)OCC(=O)NC(=O)c2cccn2C)cc1 | -4.7 | -6.3 | -5.7 | x | 2.5 | 0.3 | 0.9 | 2.5 | 1.3 | -0.3
CCCSc1nc(=O)n2cccc(C)c2n1 | -3.4 | -8.0 | -5.8 | 9.0 | -3.5 | 5.4 | x | -1.3 | -1.4 | -0.5
Nc1c(C(=O)Nc2ccc(F)cc2)sc(=S)n1-c1ccccc1F | 2.0 | -1.9 | 2.6 | -16.3 | -1.7 | -0.3 | 1.3 | -1.8 | 2.0 | -2.2
CC1CCc2[nH]c3ccc(C(=O)Nc4ccc(C(=O)N(C)C)cc4)cc3c2C1 (stereo not given) | 1.6 | -5.3 | -11.8 | -0.9 | -5.0 | 3.2 | -2.5 | -0.5 | -2.1 | 0.7
CCN(CC)S(=O)(=O)c1ccc(C(=O)NCC(=O)NCCCc2ccccc2)cc1 | 5.4 | -4.6 | 4.0 | x | -3.2 | -6.1 | 5.6 | -2.6 | -2.8 | 0.3
Cc1ccccc1NC(=O)Cn1c(=O)n(Cc2ccccc2)c(=O)c2c(C)c(C)sc21 | -9.5 | -0.7 | -3.7 | 15.9 | -9.8 | 0.7 | -0.1 | -0.6 | 1.2 | 0.5
COc1ccc(NC(=O)c2ccccc2NC(=O)c2ccccc2)cc1 | -3.6 | 4.9 | 12.8 | -43.5 | -3.4 | 1.7 | -8.2 | -2.1 | -1.3 | 1.4
COc1ccc(S(=O)(=O)N(C)c2ccc(C(=O)NC3CCCC3)cc2)cc1 | -3.0 | 0.7 | -5.4 | -6.0 | 1.7 | -8.4 | 11.6 | -2.2 | -0.9 | -1.2
COc1cc(/C=N/Nc2ncc(C(F)(F)F)cc2Cl)cc(OC)c1O | -0.7 | 0.0 | 1.0 | -25.5 | 2.9 | 3.9 | -4.4 | 0.4 | -0.4 | 1.6
COc1ccc2c(c1)oc(=O)c1c3ccccc3[nH]c21 | -16.6 | 0.7 | -4.6 | -41.5 | -2.4 | -1.3 | -4.7 | -0.5 | -4.0 | 0.3
COCCOC(=O)C1=C(C)Nc2cc(=O)[nH]c(=O)n2C1c1cccc([N+](=O)[O-])c1 (stereo not given) | -3.2 | -3.6 | 0.0 | -2.3 | -5.1 | 0.1 | -0.5 | 0.9 | -2.0 | 0.4
C=CCn1c(SCC(=O)Nc2ccc3c(c2)OCO3)nnc1-c1ccccc1 | 1.6 | -11.0 | 31.7 | x | -3.7 | 2.4 | 3.8 | -2.1 | -2.4 | 0.0
CCCC(C)NC(=O)CSCc1ccc(OC)cc1 (stereo not given) | 0.3 | 1.2 | -2.8 | 17.6 | -2.6 | -6.0 | x | 2.9 | -1.8 | -1.6
COc1nc(C)cc(C)c1S(=O)(=O)c1ccccc1C | -2.2 | -0.8 | x | 17.5 | -2.4 | 3.6 | -0.3 | -0.1 | 0.2 | -1.5
CCN(CC)CCn1c(N)c(S(=O)(=O)c2ccccc2)c2nc3ccccc3nc21 | 6.7 | -3.9 | -23.7 | 17.1 | 0.5 | 0.9 | 2.4 | -5.5 | 0.4 | -1.2
CC(=O)c1ccc(S(=O)(=O)NCCc2cn3ccc(C)cc3n2)cc1 | -4.9 | -9.8 | 8.6 | -5.9 | -4.6 | 0.7 | 0.1 | 0.0 | -2.5 | -0.3
NC(=S)N/N=C1\CC(c2ccc3c(c2)OCCO3)Oc2ccc(F)cc21 (stereo not given) | -7.0 | 4.8 | -4.2 | -32.0 | -6.5 | 4.9 | -2.7 | -2.5 | -1.3 | 1.2
O=C(CSc1c[nH]c2ccccc12)N1CCCc2ccccc21 | -6.3 | -1.0 | 3.0 | -10.1 | 0.2 | 0.2 | -4.7 | -1.6 | -1.4 | -0.9
O=S(=O)(/N=C(\c1ccccc1F)N1CCCCC1)c1ccccc1 | 1.8 | 4.6 | -13.3 | 41.5 | 5.0 | 8.8 | -8.4 | 1.9 | 0.6 | -0.2
CN(CC(=O)Nc1ccc(F)cc1)C(=O)CSc1nccn1C | -6.5 | -12.1 | -4.5 | 7.1 | -2.0 | -9.5 | x | -1.2 | 0.4 | -0.9
CC(C)NC(=O)c1c(CSc2ccc(Cl)cc2)noc1C(=O)NCc1ccccc1 | -3.1 | -8.1 | 2.2 | 25.2 | 1.8 | -0.5 | -1.6 | -5.9 | -1.2 | 0.4
CCOC(=O)C1=C(C)Nc2ccccc2N=C1NC(=O)Cc1ccc(OC)cc1 | -7.6 | 4.0 | 14.7 | -16.5 | -1.9 | -0.6 | -2.8 | 0.1 | -3.6 | -0.9
CCOC(=O)N1CCN(C(=O)Cc2ccccc2OC)CC1 | -6.8 | -0.8 | -8.2 | -6.0 | -4.4 | -3.2 | -0.3 | 1.9 | -1.4 | 1.7
c1ccc(-n2ncc3c(NCC4CCCO4)ncnc32)cc1 (stereo not given) | -10.7 | -1.4 | -3.4 | 1.9 | 12.1* | 1.7 | -2.8 | 2.8 | -2.0 | 6.3
COC(=O)C1=C(C(=O)OC)[C@@H]2N(C)c3ccccc3[C@@]23C[C@@H](C(=O)OC)N=C3N1 | -6.4 | -10.7 | -11.7 | 14.2 | -3.6 | 1.3 | -4.1 | 1.2 | -0.2 | -1.0
O=C(COC(=O)/C=C/c1cccc(C(F)(F)F)c1)NC1CCS(=O)(=O)C1 (stereo not given) | -3.2 | -1.1 | -13.1 | 5.8 | 4.1 | -3.8 | -7.4 | 2.1 | -0.5 | 0.6
O=C(C1=C[C@H](c2csc3ccccc23)C[C@H](OCCCCO)O1)N1CCN(Cc2ccccc2)CC1 | -4.7 | -6.3 | -2.2 | -17.9 | -3.1 | -2.0 | -3.5 | 3.1 | -1.0 | 2.1
Cc1ccc(CNC(=O)c2ccc(N(C)C)cc2)cc1 | -7.4 | 5.1 | -3.4 | 17.4 | -5.0 | 13.6 | x | -8.3 | -0.5 | -0.8
Cc1cc2c(cc1C)N[C@]1(C[C@H]3CCCC(=O)N4CC[C@@H](C1)[C@@H]34)C(=NC(C)(C)CC(C)(C)C)N2 | -6.8 | -15.1 | 5.2 | 19.0 | -0.2 | -3.3 | 0.6 | 4.2 | -0.9 | 1.7
CC1(C)CC(N2CCC(=O)N(C3CC(C)(C)NC(C)(C)C3)C2)CC(C)(C)N1 | 2.0 | 4.0 | -5.5 | 6.5 | -3.0 | 3.4 | -4.0 | -1.2 | -3.4 | 1.8
CCOC(=O)C1CCCN(S(=O)(=O)c2cccs2)C1 (stereo not given) | 0.8 | -2.4 | 12.3 | 17.8 | -2.0 | 2.7 | -0.9 | -2.0 | -2.4 | -0.1
Cc1ccc(S(=O)(=O)Nc2cccc(C(=O)NCC(C)(C)N3CCOCC3)c2)cc1F | -16.1 | -4.6 | 6.8 | 13.8 | 2.3 | -5.1 | -1.4 | 0.7 | 0.7 | 1.3
Cc1ccc(-c2nc(CS(=O)(=O)CC(=O)NCCN3CCCC3)c(C)o2)cc1 | -1.6 | -8.7 | 17.6 | 2.8 | -3.5 | -4.3 | -3.4 | -2.2 | -0.6 | -0.4
O=C(OCc1ccccc1)N1CCOCCOCCN(C(=O)OCc2ccccc2)CCOCCOCC1 | -4.3 | -5.0 | x | -1.3 | 0.1 | 4.5 | -1.8 | -4.0 | -2.7 | -0.7
Cc1ccc2cc(CN(C(=O)c3ccncc3)C(C)C)c(=O)[nH]c2c1 | 4.0 | -1.4 | -13.0 | 11.0 | -7.5 | -7.6 | -1.6 | 6.8 | x | 0.9
O=C(Nc1cccnc1)c1ccc2snnc2c1 | 11.2 | 0.8 | -7.9 | 3.9 | -1.4 | 4.9 | 1.0 | -0.9 | -0.9 | 0.6
C#CCOc1ccc(Cl)cc1/C=C1/C(=O)ON=C1C | -14.2 | -0.4 | -2.8 | 14.4 | -3.0 | -0.5 | -3.5 | 3.7 | x | 0.2
Cc1c(C)n(Cc2ccccc2)c2ncnc(N)c12 | -7.6 | -5.8 | 0.5 | -15.0 | -5.5 | -4.1 | -0.1 | 3.0 | -0.2 | -0.9
CC(C)(C)SCCNC(=O)CN(c1ccc(F)cc1)S(=O)(=O)c1ccccc1 | -19.1 | 3.4 | 1.7 | 35.2 | -1.6 | -1.2 | -1.5 | -4.4 | 0.1 | -0.6
Cc1ccsc1C(=O)N(c1nc2ccccc2s1)c1c(C)cccc1C | -7.5 | -5.1 | -2.8 | 8.1 | 0.5 | -1.2 | -2.0 | -8.0 | -1.3 | 2.3
O=C(N/N=C/c1ccco1)c1ccc(N2CCCC2=O)cc1 | -3.6 | -11.2 | -2.1 | 34.1 | -1.3 | 0.5 | 2.7 | -1.1 | -0.3 | 0.2

Two entries picked at random from those above:
SMILES | Cardiac RTF inh | PKA-R2B act | Rtt109 Vps75 | SR-BI DiI-HDL act | Keap1 Nrf2 FP | cardiac RTF act | CAL PDZ FP-1 | DAGLB inh | CAL PDZ FP-2 | C-LANA FP
COc1nc(C)cc(C)c1S(=O)(=O)c1ccccc1C | -2.2 | -0.8 | x | 17.5 | -2.4 | 3.6 | -0.3 | -0.1 | 0.2 | -1.5
CCOC(=O)C1CCCN(S(=O)(=O)c2cccs2)C1 (stereo not given) | 0.8 | -2.4 | 12.3 | 17.8 | -2.0 | 2.7 | -0.9 | -2.0 | -2.4 | -0.1

Bioassay records from PubChem.
